# A3A deaminase = inhibitors of human APOBEC3A DNA deaminase. P31941. recombinant A3A, FAM/TAMRA ssDNA deamination fluorescence. inhibition, % at 20 µM. hit rate 0.41% among 330,000. AID 493011;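 active means at least 40% inhibition at 20 µM here, with at most 30% in a related deaminase screen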;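 further: plate controls were A3A with DMSO for no effect and wells lacking A3A enzyme for full effect; some results filed as inactive read as strong as hits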
# Target sequence (P31941 whole entry, looked up): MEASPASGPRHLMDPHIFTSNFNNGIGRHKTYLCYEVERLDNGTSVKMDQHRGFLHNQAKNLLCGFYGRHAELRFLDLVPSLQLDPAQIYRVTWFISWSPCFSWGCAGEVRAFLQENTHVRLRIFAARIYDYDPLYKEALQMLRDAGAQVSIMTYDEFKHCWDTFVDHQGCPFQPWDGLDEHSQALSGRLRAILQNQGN
# hIAP activ = human IAP activation | purified human IAP, CDP-Star luminescence, 30 min; stronger effect = higher value; 1 = vehicle-only enzyme, 0 = enzyme-free background | activation factor at 10 µM | hit rate 0.16% among 330,000 | AID 2524;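 active means activation factor of the enzyme at least 2-fold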; further: the source names both 10 and 20 µM as test concentration; values of inactives mirror those of a sister screen read the other way
# Target sequence (P09923 whole entry, looked up): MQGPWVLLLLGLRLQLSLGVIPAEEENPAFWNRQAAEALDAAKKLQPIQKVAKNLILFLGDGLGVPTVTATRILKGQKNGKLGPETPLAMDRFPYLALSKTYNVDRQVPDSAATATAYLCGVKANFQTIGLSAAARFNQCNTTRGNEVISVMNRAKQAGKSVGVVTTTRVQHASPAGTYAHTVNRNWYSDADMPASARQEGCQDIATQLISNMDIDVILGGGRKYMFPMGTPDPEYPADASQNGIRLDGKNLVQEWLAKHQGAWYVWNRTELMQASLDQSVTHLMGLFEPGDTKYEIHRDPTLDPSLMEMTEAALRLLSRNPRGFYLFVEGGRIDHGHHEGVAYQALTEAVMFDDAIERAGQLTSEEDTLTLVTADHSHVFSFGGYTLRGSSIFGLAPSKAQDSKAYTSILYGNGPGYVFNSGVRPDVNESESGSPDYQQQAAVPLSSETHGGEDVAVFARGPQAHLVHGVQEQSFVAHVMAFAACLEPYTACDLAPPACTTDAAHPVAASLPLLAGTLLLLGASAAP
# hIAP inh = human IAP inhibition. hit rate 0.12% among 330,000. inhibition, % at 10 µM. P09923. purified IAP, CDP-Star luminescence, 30 min;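 active means inhibition reaching a set limit with compound at 10 µM in the primary screen, cut at about 35% in these data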;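 further: plate controls were DMSO wells with enzyme for no effect and no-enzyme buffer wells for full effect; values of inactives mirror those of a sister screen read the other way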
# mIAP block = blocks mouse intestinal alkaline phosphatase; purified mouse IAP, CDP-Star luminescence, 30 min; inhibition, % at 10 µM; hit rate 0.2% among 330,000;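 active means inhibition of at least 40% at 10 µM in the primary screen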;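 further: plate controls were DMSO with enzyme for no effect and no enzyme wells for full effect; values of inactives mirror those of a sister screen read the other way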
# MIN6 prolif = induces beta-cell replication in MIN6 cells; MIN6 cells proliferation, ATPlite luminescence, 48 h; cells starved in 0.2% serum; 100% = growth in 10% serum; proliferation, % at 10 µM; hit rate 0.29% among 330,000; AID 2380;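 active means compounds whose signal lies at least 3.5 SD above the mean of all wells on their plate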;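 further: 0% = DMSO-treated cells in low-serum medium and 100% = 10% serum control; some compounds called inactive have numbers as strong as hits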
# GRIN3A LBD mod = NR3A (human) ligand-binding domain modulation | NR3A LBD differential scanning fluorimetry, Tm shift; 0% = protein alone, 100% = glycine-bound protein | hit rate 2.5% among 340,000 | Tm shift relative to glycine control, % at 25 µM | AID 1259313;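 active means melting temperature shift of at least 10% of the positive control shift, at one fixed dose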
# APOBEC3G inh = inhibitors of human APOBEC3G DNA deaminase; inhibition, % at 20 µM; Q9HC16; hit rate 0.28% among 330,000; AID 493012; recombinant A3G, ssDNA deamination FAM/TAMRA fluorescence;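 active means inhibition of at least 40% at 20 µM, with no more than 30% in the related APOBEC3A deaminase screen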;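 further: plate controls were DMSO wells with A3G for no effect and wells lacking A3G enzyme for full effect; some compounds called inactive have numbers as strong as hits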
# MPTP inh = blocks calcium-induced mitochondrial swelling. isolated mouse mitochondria, Ca2+ swelling absorbance, 30 min. inhibition, % at 10 µM. hit rate 1.4% among 360,000;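 active means inhibition of 50% or more, scaled per plate between neutral and stimulator controls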;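 further: 0% = DMSO wells given calcium and 100% = 1 mM EGTA wells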
# mIAP activ = mouse IAP activation. muIAP, CDP-Star luminescence, 30 min; stronger effect = higher value; 1 = vehicle-only enzyme signal, 0 = enzyme-free wells. activation factor at 10 µM. hit rate 0.24% among 330,000;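 active means activation factor of at least 2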; further: the source names both 10 and 20 µM as test concentration; values of inactives mirror those of a sister screen read the other way
#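 Assay system: mouse IAP enzyme / Compound: DMSO-dissolved test compounds / Timing: 30 min, room temperature / Measured by: luminescence from enzymatic CDP-Star hydrolysis / Control set: DMSO-only wells, enzyme-free buffer wells as negative control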
# Starred values were filed as active, the others as inactive.
SMILES,A3A deaminase,hIAP activ,hIAP inh,mIAP block,MIN6 prolif,GRIN3A LBD mod,APOBEC3G inh,MPTP inh,mIAP activ
O=C(c1cccc(Cl)c1)N1CCC(=O)N(C(COCc2cccc(Cl)c2)Cc2ccccc2)CC1 (centres undefined),-4,0.98,2,0,-7,-4,-7,-0.6,1
O=C(Nc1ccc(S(=O)(=O)NCC2CCCO2)cc1)c1ccccc1 (centres undefined),4,1.2,-15,-1,0,-2,0,-2.2,1
CC(=O)N1Cc2cc([N+](=O)[O-])ccc2Oc2ccccc21,1,0.98,2,-6,-2,-1,-1,3.2,1.1
CC(C)[C@H](NC(=O)c1ccccc1)C(=O)OCC(=O)Nc1ncc(Cl)cc1Cl,2,0.95,5,-8,-2,-1,-4,1.4,1.1
C[C@@H]1CCCCCCCCC(=O)OCCN1C(=O)OC(C)(C)C,-3,0.95,5,0,-1,1,-7,1.3,1
COc1ccc(CC(=O)N(C)C2CCCCC2)cc1S(=O)(=O)N1CCOCC1,-1,0.97,3,1,-4,0,-6,25,0.99
CCOC(=O)N1CCN(C(=O)CSc2ccc3nnc(-c4ccncc4)n3n2)CC1,-2,1.1,-12,-2,-1,1,-6,-1.0,1
CC(C)(C)NC(=O)c1ccc2c3c(cccc13)CC2,1,1.1,-7,-2,2,-3,-4,0.4,1
Cc1[nH]c2ccccc2c1/C=N/NC(=O)c1cc(C(C)C)[nH]n1,-2,1.2,-23,-5,1,-4,-5,0.1,1
c1ccc(Nc2nc(N3CCCC3)nc(N3CCOCC3)n2)cc1,3,0.99,1,-9,-2,0,8,0.5,1.1
Cc1ccc(/C=N/NC(=O)c2ccc(Cn3cc([N+](=O)[O-])cn3)o2)cc1,1,0.98,2,2,0,-8,-1,-2.0,0.98
CCN1CCN(C(=O)C(=O)c2cn(CC(=O)N3CCCCCC3)c3ccccc23)CC1,1,1,-4,-6,-1,1,-4,-1.0,1.1
COc1ccc(OC)c(Nc2nc(N(C)c3ccccc3)nc(N)c2[N+](=O)[O-])c1,1,1.1,-5,16,-2,12*,-3,0.9,0.84
OCC[C@@H]1C[C@@H](O)[C@H](O)[C@]2(CCCO2)O1,-3,0.91,9,-2,-2,-2,-3,-1.4,1
COc1ccc(C)cc1NC(=O)CN1C(=O)COc2ccc(C)cc21,-1,1.2,-21,-1,-2,-2,-8,-0.5,1
C=CCC1(C)C(=O)N(c2ccccc2)c2ccccc21 (centres undefined),5,1.1,-8,-7,-1,-2,1,-0.6,1.1
Cc1ccc(NC(=S)c2ccncc2)cc1,-2,1.2,-16,-1,4,0,-6,-0.4,1
CCC(=O)N(Cc1ccco1)Cc1cc2cc3c(cc2[nH]c1=O)OCO3,-2,1,-4,-7,1,-2,-2,0.3,1.1
CC[n+]1ccc2cc(OC)c(OC)cc2c1Cc1ccc(OC)c(OC)c1,69*,1.1,-14,-5,-4,4,9,0.2,1
CCC(CC)c1nnc(NC(=O)CCS(=O)(=O)Cc2ccccc2)s1,0,0.91,9,2,-3,-2,12,-0.7,0.98

# Shown with two lines to a compound: entries from further up
# Under each structure: A3A deaminase	hIAP activ	hIAP inh	mIAP block	MIN6 prolif	GRIN3A LBD mod	APOBEC3G inh	MPTP inh	mIAP activ
O=C(c1cccc(Cl)c1)N1CCC(=O)N(C(COCc2cccc(Cl)c2)Cc2ccccc2)CC1 (centres undefined)
  -4	0.98	2	0	-7	-4	-7	-0.6	1
O=C(Nc1ccc(S(=O)(=O)NCC2CCCO2)cc1)c1ccccc1 (centres undefined)
  4	1.2	-15	-1	0	-2	0	-2.2	1
CC(=O)N1Cc2cc([N+](=O)[O-])ccc2Oc2ccccc21
  1	0.98	2	-6	-2	-1	-1	3.2	1.1
CC(C)[C@H](NC(=O)c1ccccc1)C(=O)OCC(=O)Nc1ncc(Cl)cc1Cl
  2	0.95	5	-8	-2	-1	-4	1.4	1.1
C[C@@H]1CCCCCCCCC(=O)OCCN1C(=O)OC(C)(C)C
  -3	0.95	5	0	-1	1	-7	1.3	1
COc1ccc(CC(=O)N(C)C2CCCCC2)cc1S(=O)(=O)N1CCOCC1
  -1	0.97	3	1	-4	0	-6	25	0.99
CCOC(=O)N1CCN(C(=O)CSc2ccc3nnc(-c4ccncc4)n3n2)CC1
  -2	1.1	-12	-2	-1	1	-6	-1.0	1
CC(C)(C)NC(=O)c1ccc2c3c(cccc13)CC2
  1	1.1	-7	-2	2	-3	-4	0.4	1
Cc1[nH]c2ccccc2c1/C=N/NC(=O)c1cc(C(C)C)[nH]n1
  -2	1.2	-23	-5	1	-4	-5	0.1	1
c1ccc(Nc2nc(N3CCCC3)nc(N3CCOCC3)n2)cc1
  3	0.99	1	-9	-2	0	8	0.5	1.1
Cc1ccc(/C=N/NC(=O)c2ccc(Cn3cc([N+](=O)[O-])cn3)o2)cc1
  1	0.98	2	2	0	-8	-1	-2.0	0.98

# (cont.)
SMILES,A3A deaminase,hIAP activ,hIAP inh,mIAP block,MIN6 prolif,GRIN3A LBD mod,APOBEC3G inh,MPTP inh,mIAP activ
CCOC(=O)c1sc2ccc(S(=O)(=O)N3CC(C)CC(C)C3)cc2c1N (centres undefined),-1,1.5,-47,4,0,-5,-3,29,0.96
CCOC(=O)N1CCN(C(=O)c2ccc(OC)cc2)CC1,-1,1.1,-6,-11,-3,-2,-2,-0.7,1.1
Cn1c(=O)cc(OCCCC(=O)NCc2ccccn2)c2ccccc21,-2,0.94,6,5,-2,-3,-7,0.2,0.95
CSc1ccc(CN2CCCCCC2)cc1,-5,1,-1,7,-2,0,-7,-0.8,0.93
CC(NC(=O)[C@H](C)NC(=O)c1ccco1)c1ccc(S(N)(=O)=O)cc1 (some centres undefined),-1,1,-5,-2,-2,-3,-5,-1.8,1
Cn1c(Cn2nnc3ccccc32)nnc1SCC(=O)c1ccccc1F,3,1.1,-9,4,-4,1,5,1.7,0.96
Cc1nc2sc(C(c3ccc(Cl)cc3)N3CCN(c4ccccc4F)CC3)c(O)n2n1 (centres undefined),-6,1.2,-21,0,-2,-2,-9,1.2,1
CN(C)c1nnnn1Cc1ccccc1,0,0.99,1,1,1,-6,1,1.2,0.99
COC(=O)c1ccccc1-n1c(CCC(=O)O)ccc1-c1ccccc1,-3,0.82,18,-2,-3,-1,-2,0.5,1
COC(=O)CCC(=O)c1oc2ccc(OC)cc2c1N,3,1.1,-11,-2,-5,0,-1,-2.2,1
COc1ccc2oc(C(=O)OCC(=O)NCCc3ccccc3)c(C)c2c1,1,0.9,10,2,-4,0,-4,-1.0,0.98
CCOC(=O)c1c(-c2ccc(C)cc2)csc1NC(=S)NC(=O)c1ccccc1,-7,1.2,-21,7,-5,0,-6,3.5,0.93
COc1ccc(S(=O)(=O)Cc2ccc(C(=O)NCCc3cc(OC)ccc3OC)o2)cc1,1,1.1,-12,-5,7.5*,-3,0,2.4,1.1
NC(=O)c1ccccc1NC(=O)c1ccc2c(c1)OCO2,-8,1,0,-3,-2,-3,4,-0.4,1
O=C1c2ccccc2C(=O)N1CCOc1ccccc1,1,0.93,7,0,1,-3,-2,0.2,0.99
COc1ccc(CCC(=O)OC(C)C(=O)c2ccc(C)cc2)cc1 (centres undefined),0,1,0,2,-1,5,1,-0.5,0.98
O=C(c1cccc(Br)c1)N1CCN(C(=O)c2cccc(Br)c2)CC1,-3,1,-2,3,2,4,-5,-1.1,0.97
Nc1nonc1-c1noc(-c2ccccc2)n1,-9,1.1,-9,-15,-4,1,-7,-0.1,1.1
COc1ccc(CNC(=O)C2CC(c3cccc([N+](=O)[O-])c3)=NO2)cc1 (centres undefined),0,0.97,3,7,-1,-2,4,-0.2,0.93
CC(c1ccccc1)n1cc(C(=O)NCc2ccncc2)nn1 (centres undefined),-2,0.94,6,-5,-2,-1,-3,-0.3,1
Cc1ccc(/C=N/Nc2ncnc3nc[nH]c23)cc1,0,2.2*,-117,12,-1,2,-5,2.6,0.88
CC(C)(C)N1CC(COc2ccccc2)OC1=O (centres undefined),1,1.2,-24,1,-2,0,-9,2.9,0.99
Cc1ccc2nc(CSc3nnc(-c4ccncc4)n3C)cc(=O)n2c1,8,1,-4,4,1,1,-5,0.8,0.96
S=c1[nH]c2cc(Br)cnc2[nH]1,1,1.2,-22,22,-3,1,56*,2.0,0.78
CCCCNC1c2ccccc2C(=O)N1Cc1ccccc1 (centres undefined),1,1.1,-13,2,3,-1,-2,0.1,0.98
Cc1cccc(N2CCN(CC(=O)N(C)Cc3ccccc3)CC2C)c1 (centres undefined),1,1.2,-16,-1,1,2,-6,2.2,1
O=C(c1cc(-c2ccc(F)cc2)no1)N1CCN(Cc2ccc3c(c2)OCO3)CC1,3,1.1,-9,7,1,-4,0,-1.3,0.93
COc1cc(C(=O)c2ccccc2)c(OC)cc1C(=O)Nc1ccc(O)cc1,-5,0.96,4,0,-2,5,-6,3.7,1
CCOC(=O)N1CCN(C(=O)Nc2cccc(Cl)c2)CC1,9,0.98,2,5,-4,5,-7,-0.1,0.95
CCn1cc(CNC(=O)c2cccc([N+](=O)[O-])c2)cn1,-2,1,-2,3,-3,-3,-2,0.9,0.97
CCC(NC(=O)NC1CCCCC1)c1ccccc1 (centres undefined),2,1,-4,-1,3,-1,-1,1.9,1
CCOc1ccc(C2C(C#N)=C(N)Oc3nc[nH]c(=O)c32)cc1OC (centres undefined),-3,0.99,1,-4,0,1,-5,0.9,1
O=C(O)c1cc(N2C(=O)C3CCCCC3C2=O)ccc1NCc1cccnc1 (centres undefined),0,0.96,4,-1,-3,-3,-8,-1.0,1
CN1CCCN(C(=O)c2cc(-c3cccc4ccccc34)nc3ccccc23)CC1,0,1.1,-9,4,-2,-3,-9,0.3,0.96
O=C(CCn1c(=O)oc2ccccc21)NCCCN1CCCC1=O,-1,1.1,-8,2,-1,-3,2,-0.2,0.98
Cc1nc2ccc(C(=O)OCc3nnc(-c4ccccc4)o3)cc2nc1C,-3,1.2,-21,-3,0,0,2,0.6,1
O=C(COC(=O)COc1ccc(Cl)cc1)NCc1ccc2c(c1)OCO2,-2,0.88,12,-4,3,-2,-5,0.2,1
CCOc1ccc(Cc2noc3c2C(=O)CCC3)cc1OCC,4,1.1,-6,7,5,-1,-4,-1.0,0.93
Cc1nc(Cl)c(C(=O)NC(C)(C)C)c(C)c1Cl,2,0.95,5,9,0,0,8,0.3,0.91
C=CCSc1nnc(NC(=O)CSCc2c(C)noc2C)s1,-5,1,-2,-5,1,-1,-11,-1.5,1.1
CN(C)C(=O)Cn1c(=O)n(C)c2ccccc21,-1,0.97,2,-8,1,1,-3,-0.6,1.1
CC1=CC=CC2=N/C(=N\S(=O)(=O)c3ccc(F)cc3F)c3ccccc3CN12,3,0.92,8,2,2,-1,2,-0.7,0.98
O=C(c1cnsn1)N1CCCC(Nc2ccc(F)c(F)c2)C1 (centres undefined),-7,1.2,-23,-5,-4,0,-8,-2.1,1.1
O=S(=O)(c1cccc(F)c1)N1CCN(c2nc(-c3cccnc3)nc3ccccc23)CC1,1,0.87,13,2,-1,-1,-4,-2.2,0.98

# Screening data: PubChem, Sanford-Burnham Center for Chemical Genomics
